Bioassay records (PubChem BioAssay)
RECQ1 inh – inhibitors of human RECQ1 DNA helicase; Potency, µM (top dose mostly 57.3 µM), without a hit: top-dose activity, negative = inhibition, actives largely listed as inhibitors; P46063; 240,000 tested, 0.54% active; RECQ1 DNA unwinding, red fluorescence kinetic read;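 also: plate controls were vehicle for no effect and no enzyme for full effect; nearly all actives have a fitted effect of over 30% in size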
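RECQ1T1 50 nM; forked duplex (20 bp + 30-nt ss tails) 200 nM, ATP 2 mM final; pH 8.0, 2 mM MgCl2, 2.5 ug/ml poly(dI-dC); 15 min compound preincubation; discontinuous kinetic read over 2 h at RT.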
RGS12 GoLoco inh – inhibitors of human Gai1-RGS12 GoLoco interaction (red fluorophore); P63096; Potency, µM (top dose mostly 61.6 µM), without a hit: at the top dose activity, negative = inhibition, usual class: inhibitors; Gai1:RGS12 GoLoco peptide FP, rhodamine, 10 min; 230,000 tested, 0.44% active; active = well fitted inhibition curve with a large enough effect, not every such curve was filed as active; inactive = no such curve, though single readings can be large or run the other way; also: nearly all actives have a fitted effect of over 30% in size; many of its hits are not listed in these tables
Target sequence (P63096 whole entry, looked up): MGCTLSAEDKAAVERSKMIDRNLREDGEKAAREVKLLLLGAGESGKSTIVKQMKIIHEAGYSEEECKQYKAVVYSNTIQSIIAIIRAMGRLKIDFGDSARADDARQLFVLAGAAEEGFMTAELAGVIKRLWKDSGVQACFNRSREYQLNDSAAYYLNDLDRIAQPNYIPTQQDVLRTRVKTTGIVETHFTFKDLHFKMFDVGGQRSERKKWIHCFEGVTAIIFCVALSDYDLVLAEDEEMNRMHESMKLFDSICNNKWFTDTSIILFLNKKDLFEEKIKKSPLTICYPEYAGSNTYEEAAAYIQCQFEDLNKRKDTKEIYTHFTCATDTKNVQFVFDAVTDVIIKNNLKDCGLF
TR SRC2 fluor cs – alters Texas Red total fluorescence, flagging assay interference. 280,000 tested, 0.29% active. Potency, µM (series often up to 106 µM), for inactives: at the highest dose fluorescence change, negative = quenching. AID 1479. TRb/SRC2 Texas Red total fluorescence interference; active = well fitted curve in either direction with a large enough effect; inconclusive = small, poorly fitted or top-dose-only effect
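Human TRb ligand-binding domain at 0.6 uM with 20 nM Texas Red SRC2 peptide in Tris buffer containing 1 uM T3 and 5% DMSO, incubated with compound 5 h at ambient temperature. Total fluorescence (555/632 nm) calculated as parallel + 2 × perpendicular.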
GAA spleen mod – inhibitors or activators of human alpha-glucosidase in spleen homogenate. P10253. human spleen homogenate, 4-MU-alpha-glucoside fluorescence. Potency, µM (doses to about 79.9 µM), for the others: top-dose activity change, negative = inhibition, usual class: inhibitors. 240,000 tested, 0.006% active. AID 2112;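 also: 0% = enzyme with vehicle and -100% = no enzyme basal signal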
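Human spleen homogenate (1 ug) with 4-methylumbelliferyl-alpha-D-glucopyranoside (1 mM final) in 50 mM citrate/phosphate pH 5.0, 0.01% Tween-20; 40 min at 37 C. Stopped at pH 10; 4-MU fluorescence Ex 365/Em 440 nm; AC50 by Hill fit.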
TRb-SRC2 inh – inhibitors of human thyroid hormone receptor beta-SRC2 interaction. P10828. TRbeta-SRC2 peptide binding, fluorescence polarization; receptor liganded with 1 µM T3. Potency, µM (titrated, usually from 106 µM), for the others: at the highest dose activity change, negative = inhibition, actives largely listed as inhibitors. 280,000 tested, 0.065% active. AID 1469;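 also: plate controls were bound peptide for no effect and peptide without receptor for full effect; nearly all actives have a fitted effect of over 50% in size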
Target sequence (P10828 whole entry, looked up): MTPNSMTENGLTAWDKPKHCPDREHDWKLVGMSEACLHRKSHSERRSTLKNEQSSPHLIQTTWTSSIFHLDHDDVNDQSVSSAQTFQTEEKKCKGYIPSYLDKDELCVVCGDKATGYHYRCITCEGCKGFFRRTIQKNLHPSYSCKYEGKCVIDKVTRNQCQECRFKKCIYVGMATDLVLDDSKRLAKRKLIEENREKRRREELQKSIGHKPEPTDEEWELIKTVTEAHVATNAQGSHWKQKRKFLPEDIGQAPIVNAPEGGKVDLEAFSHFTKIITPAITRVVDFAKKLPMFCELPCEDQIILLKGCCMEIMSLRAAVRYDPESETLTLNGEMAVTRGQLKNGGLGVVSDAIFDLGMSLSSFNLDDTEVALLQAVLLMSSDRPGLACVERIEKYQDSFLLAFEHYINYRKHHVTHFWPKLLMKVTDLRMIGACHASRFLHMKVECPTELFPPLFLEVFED
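Quantitative HTS by FP: 0.6 uM TRb LBD, 20 nM labeled SRC2 20-mer, 1 uM T3, 5% DMSO; 5 hr ambient incubation; % activity per concentration and potencies from concentration series.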
L3MBTL1 inh – L3MBTL1 (human) inhibition. Q9Y468. AlphaScreen L3MBTL1–H3K9me1 peptide binding. Potency, µM (highest dose often 57.1 µM), inactives show at the top dose activity, negative = inhibition, actives largely listed as inhibitors. 230,000 tested, 0.66% active. AID 485360; also: nearly all actives have a fitted effect of over 60% in size
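L3MBTL1 (50 nM) pre-complexed 30 min with biotinylated H3(1-15)K9me1 peptide (75 nM), then compounds added for 30 min at room temperature; AlphaScreen streptavidin donor/nickel chelate acceptor beads (10 ug/mL final) read after 30 min dark incubation.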
GAA inhib – inhibitors of human lysosomal alpha-glucosidase; P10253; purified human GAA, 4-MU-alpha-glucoside fluorescence; Potency, µM (series often up to 76.9 µM), for the others: top-dose activity change, negative = inhibition, actives largely listed as inhibitors; 200,000 tested, 0.005% active; AID 1466;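 also: plate controls were uninhibited enzyme wells for no effect and no-enzyme background for full effect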
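Human enzyme at 4 nM with 400 uM 4-methylumbelliferyl-alpha-D-pyranoside, citrate/phosphate buffer pH 5.0, 0.005% Tween-20, 20 min at room temperature. Compounds up to 77 uM. 4-MU fluorescence (Ex 365/Em 440) read after NaOH/glycine stop; AC50 from Hill fit.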
GAA glycogen mod – alters human alpha-glucosidase cleavage of glycogen. P10253. recombinant GAA, glycogen substrate, Amplex Red glucose oxidase fluorescence. Potency, µM (series often up to 76.4 µM), without a hit: at the highest dose activity change, negative = inhibition, most hits filed as inhibitors. 300,000 tested, 0.38% active. AID 2100;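 also: 0% = full enzyme reaction and -100% = no-enzyme basal signal; the screen sought inhibitors and activators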
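Natural-substrate format: glycogen cleavage by 4 nM human enzyme, glucose read by Amplex Red coupling (Ex 573, Em 610 nm). Normalized to enzyme and no-enzyme controls.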
An asterisk follows results filed as active; i = inactive; ? = inconclusive; nt = no result given; [ ] = dose if it differs, or a comment. Unless noted, calls follow the shape of the dose curve; as a rule, active = well fitted curve in the direction sought with a large enough effect; inconclusive = small, poorly fitted or top-dose-only effect, or another doubt; inactive = no such curve, though single readings can be large; an effect the other way counts as inactive or inconclusive. Unless noted, % is scaled to controls: 0 for no effect and ±100 for the full control effect; potency is read from the fitted curve at half-maximal effect.

molecule	RECQ1 inh	RGS12 GoLoco inh	TR SRC2 fluor cs	GAA spleen mod	TRb-SRC2 inh	L3MBTL1 inh	GAA inhib	GAA glycogen mod
O=C(O)C1C2C=CC(C2)C1C(=O)NCc1ccco1 (stereo unspecified)	-6%	10%	-3%	-17%	-2%	0%[11.4 µM]	-1%	-6%
Nc1ccc(Cl)cc1[N+](=O)[O-]	-2%	0%	-1%	0%	9%	nt	nt	nt
C=CCCCCCCCCc1nc(=S)[nH][nH]1	-3%	1%	-4%	-2%	-1%	nt	-1%	-18%
CNC(=S)NNc1nc(C)cc(C)n1	5%	-21%	3%	-6%	-4%	3%	-11%	?
c1ccc2occc2c1	-4%	-6%	0%[201 µM]	-2%	1%[201 µM]	6%	nt	nt
CCC(=O)NCCc1nc2ccccc2n1Cc1ccc(C)cc1	-12%	7%	-1%	-3%	-3%	-2%	-1%	-5%
Cc1ccc(Sc2c(C)nn(C(=O)c3cccc(S(=O)(=O)N4CCOCC4)c3)c2C)cc1	-16%	-1%	-4%	2%	-1%	nt	?	3%
O=S(=O)(c1ccc(NC(=S)N2CCN(c3ccccc3F)CC2)cc1)N1CCOCC1	i	5%	-5%	2%	-3%	-11%	-15%	-7%
CCOC(=O)COc1nc(-c2ccccc2)cc(-c2ccco2)c1C#N	0%	0%	-3%	-3%	2%	37%[activator]	nt	-5%
COc1ccc(CCNC(=O)CC(NC(=O)c2ccccc2Cl)c2ccccc2)cc1 (stereo unspecified)	i	9%	-4%	10%	5%	-9%	6%	-1%
Cc1cc(F)c(F)c(C(=O)N2CCOCC2)c1Cl	-7%	7%	0%	0%	-10%	2%	3%	3%
CCc1ccccc1NNC(=O)CCc1ccccc1	1%	0%	3%	-2%	-1%	6%	-11%	?

Next part, overlapping the part above by two compounds.
molecule	RECQ1 inh	RGS12 GoLoco inh	TR SRC2 fluor cs	GAA spleen mod	TRb-SRC2 inh	L3MBTL1 inh	GAA inhib	GAA glycogen mod
Cc1cc(F)c(F)c(C(=O)N2CCOCC2)c1Cl	-7%	7%	0%	0%	-10%	2%	3%	3%
CCc1ccccc1NNC(=O)CCc1ccccc1	1%	0%	3%	-2%	-1%	6%	-11%	?
Cc1cccn2c(=O)c3cc(C(=O)N(C)C)n(C)c3nc12	-10%	-3%	1%	-4%	-13%	10%	?	2%
COc1cc(/C=C2\C(=O)ON=C2c2ccccc2)cc(OC)c1OC	-2%	-7%	-1%	-4%	6%	-4%	-14%	-11%
O=C(NC12CC3CC(CC(C3)C1)C2)c1ccc(=O)oc1	-2%	-14%	-4%	5%	-3%	24%	17%	2%
Cc1cccc(NC(=O)COc2ccc(Br)cc2C)n1	i	-10%	0%	-2%	-24%	nt	8%	17%
Nc1nccc(-c2cccs2)n1	5%	1%	-6%	2%	0%	-16%	-21%	1%
CN(C)S(=O)(=O)c1cccc(NC(=O)COC(=O)/C=C/c2ccc(Br)o2)c1	?	5%	-5%	-1%	5%	-15%	-9%	4%
CCCC1CC(CSC(=N)N)OC1=O (stereo unspecified)	0%	1%	0%	-4%	-8%	nt	-1%	-7%
O=C(N/N=C1/C[C@@H](O)[C@@H](O)[C@@H]2[C@@H]3C(=O)N(Cc4ccccc4)C(=O)[C@H]3CC[C@H]12)OCc1ccccc1	-7%[11.5 µM]	nt	1%[11.2 µM]	-7%[17.4 µM]	-2%[11.2 µM]	nt	nt	nt
CCOC(=O)C1CCCN(C(=O)c2cc(-c3ccccc3)nc3ccccc23)C1 (stereo unspecified)	-11%	3%	-2%	-2%	3%	nt	1%	-16%
O=C(/C=C\c1ccco1)NC(=S)Nc1ccccc1O	-21%	8%	-4%	2%	-12%	-19%	nt	-18%
COc1cc(SC)ccc1C(=O)NCCOc1ccc(C)c(C)c1	-15%	-4%	1%	0%	-1%	16%	0%	-8%
N=c1c(C(=O)NCc2ccco2)cc2c(=O)n3ccccc3nc2n1Cc1ccccc1	-13%	3%	-1%	-12%	0%	nt	-4%	-2%
COc1cccc(-c2nnc3n2N=C(c2c(OC)cccc2OC)CS3)c1OC	3%	nt	-2%	1%	4%	nt	nt	nt
Cc1cc(C)cc(NC(=O)Nc2cc(-c3ccccc3)nn2C)c1	-8%	0%	-7%	-5%	0%	0%	nt	4%
O=C(CCC1CCCN(C(=O)c2ccc3cc[nH]c3c2)C1)N1CCN(c2ccccn2)CC1 (stereo unspecified)	i	5%	-3%	6%	0%	7%	14%	20%
COc1cc(C(=O)NCC(c2ccco2)N(C)C)cc(OC)c1OC (stereo unspecified)	1%	58%[activator]	-1%	0%	-2%	-7%	-3%	4%
COCCN1Cc2cccc(C(=O)NCc3ccccc3OC)c2C1=O	-3%	0%	-4%	-22%	9%	1%	-7%	3%
CC(C)n1cnc2c(NCc3ccccc3)nc(NCc3ccccc3)nc21	-24%	7%	-2%	4%	-5%	nt	nt	-9%
O=C(C1CCN(C2CC(=O)N(c3cccc(Cl)c3)C2=O)CC1)N1CCCC1 (stereo unspecified)	-14%	-19%	-5%	-3%	-2%	nt	-6%	2%
Cc1ccc2c(c1)c1c(n2CC2COC(C)(C)O2)C(=O)CCC1 (stereo unspecified)	-8%	9%	-1%	-1%	-3%	-12%	1%	3%
COc1ccc(C(=O)N2CCCCC2)cc1S(=O)(=O)Nc1cccc(C(=O)O)c1	i	-5%	2%	1%	6%	19%	1%	-4%
Cc1c(C(=O)O)oc2ccc(S(=O)(=O)NC3CCCCCCC3)cc12	4%	11%	2%	2%	1%	7%	-17%	5%
COc1cccc(/C=N/NC(=O)Cn2cnc3c2c(=O)n(C)c(=O)n3C)c1	0%	0%	-4%	2%	3%	12%	nt	0%
Cc1cccc(N=C2NC(=O)/C(=C/c3cccs3)S2)c1	-5%	19%	-6%	-8%	-1%	22%	-4%	-3%
COc1ccc(S(=O)(=O)N(C)C)cc1NCC(=O)Nc1ccc(Br)c(C)c1	-9%	0%	-4%	-8%	-2%	-2%	-4%	-19%
CCOc1ccc(-n2cnnn2)cc1S(=O)(=O)N1CCC(C)CC1C (stereo unspecified)	-9%	4%	-4%	1%	-8%	-16%	1%	3%
CC1CN(C2CCN(S(=O)(=O)Cc3ccccc3)CC2)CC(C)O1 (stereo unspecified)	i	-4%	-5%	-11%	-2%	nt	0%	2%
CCn1c(=O)c2cc(C(=O)Nc3ccc(OC)cc3OC)sc2c2ccccc21	-5%	8%	-1%	8%	1%	nt	nt	1%
Cc1cc(Cl)ccc1OC(C)C(=O)Nc1ccccc1N1CCOCC1 (stereo unspecified)	-25%	18%	1%	7%	-7%	7%	?	-1%
O=C(O)c1ccccc1-c1ccccc1C(=O)Nc1nccs1	-15%	-4%	-1%	-1%	8%	nt	-3%	7%
O=C(COc1cccnc1[N+](=O)[O-])Nc1cc(S(=O)(=O)N2CCCCC2)ccc1Cl	3%	3%	-2%	-6%	-1%	nt	nt	1%
Cc1ccccc1C1CC(c2cccs2)Nc2nnnn21 (stereo unspecified)	i	12%	1%	1%	2%	1%	4%	-5%
Cc1ccc(Nc2cnn(C34CC5CC(CC(CC(=O)O)(C5)C3)C4)c(=O)c2Cl)c(Cl)c1	-5%	-11%	-3%	0%	-1%	nt	-6%	-8%
CCc1ccc(OCC(=O)NNC(=O)c2nn(CC)c(=O)c3ccccc23)cc1	i	-3%	1%	-2%	3%	nt	-3%	4%
O=C(N[C@@H](Cc1ccc(O)cc1)C(=O)O)c1ccc(C(F)(F)F)cc1	-9%	-6%	-2%	3%	-6%	-3%	nt	3%
CC(C)(C)c1csc(NC(=O)c2ccc(Cl)s2)n1	-11%	-5%	-6%	-3%	-2%	25%	-10%	2%
O=C(Nc1ccc(S(=O)(=O)Nc2cnc3ccccc3n2)cc1)c1ccc(Br)o1	5%	1%	-5%	7%	-7%	-3%	-6%	2%
N#Cc1c(Nc2ccccc2)s[nH]c1=O	-1%	7%	-4%	-15%	1%	nt	nt	6%
CC(C)CNC(=O)COC(=O)CCC(=O)c1ccc(F)cc1	-8%	-4%	1%	-15%	-12%	nt	-5%	0%
COc1cc(C2NC(=S)NC3=C2CCc2ccccc23)cc(OC)c1OC (stereo unspecified)	1%	3%	1%	-4%	3%	-5%	3%	-6%
Fc1ccc(Oc2cnc3ccccc3n2)cc1	-2%	-3%	4%	-2%	-12%	125%[activator]	-1%	-1%
Nc1c(C(=O)c2cccs2)oc2ccccc12	-8%	3%	-3%	8%	0%	17%	-12%	1%
CCNC(=S)N1CCN(S(=O)(=O)c2ccc(C)cc2)CC1	-1%	10%	2%	1%	0%	-2%	-8%	-7%
COc1cc(C(=O)NCCc2ccc(F)cc2)c([N+](=O)[O-])cc1OC	i	8%	1%	-1%	-3%	5%	1%	1%
O=C(NCC(=O)N(c1cccnc1)C(C(=O)NC1CCCC1)c1cccs1)c1ccco1 (stereo unspecified)	2%	3%	1%	4%	-1%	6%	2%	11%
CCOC(=O)C(=CNc1ccc(Oc2cncc(Cl)c2)nc1)C(=O)OCC	15%	6%	-4%	-7%	-2%	4%	nt	4%
Cc1nnsc1C(=O)N/N=C/c1c(F)cccc1Cl	-13%	-6%	-3%	-1%	2%	14%	-5%	-13%

These rows are one share of the data; the hit share may differ from the screen's.
